Screening results (PubChem)
Growth percent in the NCI-60 one-dose screen (48 h, 10 µM unless noted): 100 = growth as untreated, 0 = no growth, -100 = all killed.
COLO 205 = COLO 205 colon cancer. 79,000 compounds, 7.3% hits. AID 1794742
HCT-116 = HCT-116 colon cancer; 82,000 compounds, 7.3% hits
NCI-H322M = NCI-H322M lung cancer; 80,000 compounds, 2.7% hits
SW-620 = SW-620 colon cancer | 82,000 compounds, 5.2% hits | AID 1794795
HCC-2998 = HCC-2998 colon cancer; 79,000 compounds, 4.7% hits; AID 1794799
KM12 = KM12 colon cancer cells; 82,000 compounds, 5% hits; AID 1794800
HT29 = HT29 colon cancer. 81,000 compounds, 7.4% hits
HCT-15 = HCT-15 colon cancer | 82,000 compounds, 5.2% hits
SNB-75 = SNB-75 CNS cancer; 79,000 compounds, 5% hits
The depositor's hits bear a star; . = not tested or not shown; & = joins results of further samples. The calls were made as follows: active = growth percent below 10; inactive = the rest. Random draw from the library; about 12% have a hit in one of these screens.

No. | canonical_smiles | COLO 205 | HCT-116 | NCI-H322M | SW-620 | HCC-2998
1 | CC(=O)Nc1ccc2c(c1)C(OC(C)=O)c1ccccc1-2 (configuration not stated) | 112.6 | 101.8 | 100.4 | 95.8 | 100.3
2 | O=C(NNC(=O)c1ccc(Cl)cc1Cl)c1ccc2ccccc2c1 | 114.4 | 101.9 | 128.4 | 111.5 | 100.4
3 | COC(=O)c1cc2c3c(cc(O)c2[nH]1)N(C(=O)C1Cc2cc(OC)c(OC)c(OC)c2N1)CC3CCl (configuration not stated) | -70.4* | -63.3* | -16.2* | -10.8* | -73.2*
4 | COc1cc(/C=C/C(=O)c2ccc(NC(=O)CSc3nnc(-c4c[nH]c5ccccc45)n3-c3ccccc3)cc2)cc(OC)c1OC | 102.3 | -30.2* | 90.5 | 25.4 | 23.8
5 | O=C1C[C@H](c2ccccc2)[C@H](c2ccccc2)C1 | 113.1 | 99.1 | 99.7 | 108.6 | 103.5
6 | CC1CN(c2c(F)c(N)c3c(=O)c(C(=O)O)cn(C4CC4)c3c2F)C[C@H](C)N1 (some centres not stated) | 109.9 | 98.4 | . | 100.0 | 108.1
7 | Cc1cc(C(=O)Nc2ncc(Cc3cccc(C(F)(F)F)c3)s2)c2ccccc2n1 | 19.2 | 18.0 | 59.3 | 17.3 | 25.6
8 | CCOC(=O)c1cc(C(=O)c2cc(OC)cc(OC)c2)n2ccc3ccccc3c12 | 114.6 | 84.0 | 91.1 | 101.8 | 107.8
9 | COc1cc(/C=N\NC(=O)c2ccc3nc(-c4ccc([N+](=O)[O-])cc4)[nH]c3c2)cc(OC)c1OC | 84.1 | 100.3 | 104.7 | 105.8 | 104.4
10 | COc1ccc(N=Nc2c(N)nn3c(-c4ccc(F)cc4)ccnc23)cc1 | 94.4 | 71.4 | 84.3 | 44.5 | 108.3
11 | CC(C)Oc1ccc(C(=O)OCCN2CCCC2C)cc1 (configuration not stated) | 114.0 | 102.3 | 101.9 | 104.8 | 95.6
12 | CC#CCOCC1CNC(=O)O1 (configuration not stated) | 101.4 | 102.4 | 122.4 | 101.2 | .
13 | CCn1c(Sc2nnc(NC(=O)CSC(=S)N3CCOCC3)s2)nc2c1c(=O)n(C)c(=O)n2C | . | 99.8 | 105.3 | 104.1 | 98.9
14 | COc1nc2ccc(OC(C)C)cc2cc1-c1nc2c(cnn2-c2ccccc2)c(=O)[nH]1 | 100.2 | 101.3 | 87.1 | 83.8 | 100.4
15 | CCCCCCCNC(=O)CCCNc1ncnc2c1ncn2-c1ccccc1 | 97.9 | 114.8 | 106.9 | 96.2 | 106.5

No. | KM12 | HT29 | HCT-15 | SNB-75
1 | 100.9 | 92.4 | 104.9 | 98.4
2 | 103.6 | 111.6 | 104.1 | 107.2
3 | -29.4* | -7.6* | 1.1* | -32.9*
4 | 48.8 | 51.0 | 23.5 | 94.9
5 | 114.6 | 104.7 | 101.7 | 91.8
6 | 99.4 | 100.5 | 97.1 | 62.6
7 | 15.5 | 8.8* | 17.3 | 18.1
8 | 100.0 | 100.8 | 100.5 | -7.3*
9 | 100.3 | 121.9 | 106.0 | 76.1
10 | 86.2 | 58.6 | 54.0 | 109.8
11 | 102.6 | 108.4 | 107.7 | 106.2
12 | 98.6 | 101.8 | 99.2 | 87.7
13 | 101.0 | 109.5 | 102.1 | 89.7
14 | 103.8 | 98.5 | 101.7 | 86.2
15 | 102.0 | 102.7 | 95.7 | 85.9

No. | canonical_smiles | COLO 205 | HCT-116 | NCI-H322M | SW-620 | HCC-2998
16 | CC1(C)CC=CC(COC(=O)c2ccccc2C(=O)O)C1 (configuration not stated) | 107.8 | 103.1 | 129.4 | 106.1 | 86.8
17 | Oc1ccccc1-c1nc2c3ccccc3c3ccccc3c2[nH]1 | 110.3&105.7 | 69.1&87.7 | 75.1&96.3 | 84.1&97.2 | 37.3&108.9
18 | C[C@]12C[C@H]1CC[C@]1(C)[C@@H]2CC[C@@]23C[C@H](CC[C@H]21)[C@@](O)(CO)C3 | 109.3 | -71.4* | 94.2 | 108.9 | 103.3
19 | CCCCCCCCCCCCCCCCNC(=S)N/N=C/c1ccc(Cl)cc1 | 106.9 | 103.7 | 116.6 | 106.5 | 103.8
20 | CC(=O)Nc1ccc(C(=O)Nc2cc(-c3ccccc3)ccc2N)cc1 | 35.5 | 50.1 | 79.5 | 59.3 | 90.7
21 | N=C(N)c1ccc(Oc2ccc(C(=N)N)cc2)cc1 | 107.2 | 104.5 | 104.8 | 108.0 | 106.5
22 | CCCCOC(Cc1ccccc1)OCCCC | 125.5 | 97.8 | 104.8 | 110.1 | 116.4
23 | O=C(CCn1c[n+](CC(=O)c2ccc(-c3ccccc3)cc2)c2ccccc21)Nc1cccc2cccnc12 | 44.2 | 56.0 | 82.8 | 65.2 | 38.9
24 | N#Cc1nc(-c2ccccc2)oc1N1CCN(c2ccccc2)CC1 | 114.0 | 106.6 | 96.1 | 103.4 | 102.9
25 | CCc1ccc(C2=C/C(=C/c3ccccc3)C(=O)N2CCc2ccc(S(N)(=O)=O)cc2)cc1 | 119.9 | 102.6 | 94.5 | 106.3 | 108.9
26 | Cc1ccc(S(=O)(=O)OC2COC(OCc3ccccc3)C(OS(=O)(=O)c3ccc(C)cc3)C2O)cc1 (configuration not stated) | 105.3 | 106.3 | 107.3 | 103.3 | 106.6
27 | CCCCCC(CC)(C(=O)OCC)C(=O)OCC | 105.7&117.1 | 96.2&103.6 | 115.7&119.0 | 84.2&104.7 | 89.9&105.5
28 | Cc1cc2c(C(=O)NCC#N)cccc2n1-c1nc2c(c(NCc3ccccc3)n1)CCCC2 | -51.0* | -14.4* | -19.5* | 2.8* | -87.6*
29 | O=C1[C@@H]2Cc3c([nH]c4ccccc34)[C@@H](c3ccc(Cl)cc3)N2C(=O)CN1C1CCN(Cc2c(Cl)cccc2Cl)CC1 | 82.1 | 57.0 | 82.6 | 83.4 | 84.1
30 | COc1ccc(-c2nn(-c3ccccc3)cc2-c2nc3ccccc3[nH]2)cc1 | 127.8 | 92.1 | 113.1 | 103.4 | 99.6

No. | KM12 | HT29 | HCT-15 | SNB-75
16 | 109.3 | 100.2 | 104.5 | 98.1
17 | 54.1&98.8 | 95.1&111.7 | 50.2&96.4 | 88.9
18 | 96.5 | 100.5 | 88.6 | 104.6
19 | 95.2 | 94.4 | 104.8 | 102.3
20 | 73.2 | 50.7 | 85.7 | 60.4
21 | 109.2 | 108.9 | 102.0 | 80.9
22 | 104.6 | 91.5 | 105.5 | 90.7
23 | 14.5 | 51.8 | 93.8 | 41.0
24 | 94.6 | 108.1 | 113.7 | 96.1
25 | 103.9 | 117.1 | 108.4 | 66.3
26 | 98.4 | 120.0 | 92.0 | 90.5
27 | 98.0&113.7 | 126.9&112.5 | 99.3&100.2 | .
28 | -38.7* | -3.7* | -52.8* | -11.4*
29 | 72.7 | 65.2 | 67.6 | 67.4
30 | 104.7 | 111.0 | 93.7 | 96.1

The last three entries of the part above are carried over, then new ones follow:
No. | canonical_smiles | COLO 205 | HCT-116 | NCI-H322M | SW-620 | HCC-2998
28 | Cc1cc2c(C(=O)NCC#N)cccc2n1-c1nc2c(c(NCc3ccccc3)n1)CCCC2 | -51.0* | -14.4* | -19.5* | 2.8* | -87.6*
29 | O=C1[C@@H]2Cc3c([nH]c4ccccc34)[C@@H](c3ccc(Cl)cc3)N2C(=O)CN1C1CCN(Cc2c(Cl)cccc2Cl)CC1 | 82.1 | 57.0 | 82.6 | 83.4 | 84.1
30 | COc1ccc(-c2nn(-c3ccccc3)cc2-c2nc3ccccc3[nH]2)cc1 | 127.8 | 92.1 | 113.1 | 103.4 | 99.6
31 | COc1ccc2nc(-c3ccc(Cl)cc3)cc(-c3nnc(SCC(=O)Nc4ccc(C(C)=O)cc4)n3-c3ccccc3)c2c1 | 101.5 | 100.1 | 91.5 | 107.5 | 97.7
32 | COc1cccc(OCC(O)CN2CCN(c3ccc(C)cc3)CC2)c1 (configuration not stated) | 120.5 | 100.2 | 110.4 | 95.8 | 104.2
33 | CCOC(OCC)(OCC)OCC | 120.7 | 107.8 | 98.8 | 108.8 | 120.6
34 | CCOC(=O)C(C)(C#N)C1C=CCCC1 (configuration not stated) | 106.5 | 93.2 | 80.4 | 91.2 | 43.5
35 | NS(=O)(=O)c1ccc(N=Nc2c(O)n(CC(=O)Nc3ccc(Br)cc3)c3ccccc23)cc1 | 145.6 | 90.8 | 110.0 | 92.5 | 101.1
36 | CC(=O)NCCN1c2nc3ccccc3cc2Sc2cc3ccccc3nc21 | 135.9 | 100.5 | 125.2 | 94.4 | 95.3
37 | COc1ccc(-c2nnc(-c3ccc4c(c3)nc(-c3ccccc3)n4C3CCCCC3)o2)cc1 | . | 34.7 | 87.0 | 71.3 | 81.5
38 | C=C1C(=O)O[C@H]2[C@H]1CC/C(COC(=O)NCc1c[nH]c3ccccc13)=C\CC[C@@]1(C)O[C@@H]21 | -20.4* | -12.3* | 84.5 | 2.6* | 97.9
39 | CCOC(=N)Cc1ccccc1 | 116.0 | 111.7 | 100.9 | 97.4 | 104.2
40 | Cc1nn(-c2nc(-c3ccccc3)c(C#N)c(=O)n2C)c(C)c1N=Nc1c(C)n(C)n(-c2ccccc2)c1=O | 109.5 | 101.2 | 96.3 | 98.9 | 99.4
41 | CC(=O)Nc1nonc1-n1nnc(-c2csc(N)n2)c1C | 107.2 | 106.6 | 107.7 | 110.0 | 103.1
42 | CCOC(=O)c1nc2c3ccccc3ccn2c1C#N | 113.3 | 99.0 | 102.9 | 105.3 | 110.0
43 | Nc1cccc(SCc2cc3ccccc3[nH]c2=O)c1 | 29.0 | 50.3 | 73.3 | 23.5 | 26.8
44 | COc1ccc2oc(=O)cc(C(c3ccc[nH]3)c3ccc[nH]3)c2c1 | -71.5* | -3.6* | 27.7 | 25.6 | -5.7*
45 | Cc1ccc(-c2csc(NC(=O)c3cc(-c4ccc(Br)cc4)nc4ccc(Cl)cc34)n2)cc1 | 90.1 | 78.1 | 90.5 | 92.9 | 100.4

No. | KM12 | HT29 | HCT-15 | SNB-75
28 | -38.7* | -3.7* | -52.8* | -11.4*
29 | 72.7 | 65.2 | 67.6 | 67.4
30 | 104.7 | 111.0 | 93.7 | 96.1
31 | 95.3 | 78.6 | 100.9 | 81.0
32 | 106.3 | 102.2 | 118.2 | 86.6
33 | 111.9 | 104.5 | 91.0 | 95.7
34 | 90.5 | 94.7 | 91.3 | 78.3
35 | 59.2 | 113.0 | 95.8 | 92.2
36 | 108.1 | 76.0 | 158.7 | 101.9
37 | 39.9 | 34.9 | 41.9 | 98.7
38 | 96.9 | 8.6* | 4.3* | 72.1
39 | 95.6 | 105.8 | 99.1 | 94.1
40 | 111.2 | 89.5 | 95.0 | 55.7
41 | 106.2 | 103.7 | 111.5 | 84.5
42 | 100.0 | 102.9 | 99.0 | 74.9
43 | 0.6* | 65.7 | 43.3 | 83.1
44 | 4.3* | -10.5* | 9.0* | 29.6
45 | 91.6 | 74.9 | 86.4 | 101.1

No. | canonical_smiles | COLO 205 | HCT-116 | NCI-H322M | SW-620 | HCC-2998
46 | Cc1ccc(-c2nnc(-c3nc4ccccc4nc3Cl)o2)cc1 | 117.9 | 104.1 | 108.4 | 110.3 | 98.0
47 | CC(C)(C)c1ccc(S(=O)(=O)Nc2cc(Sc3nc4ccccc4s3)c(O)c3ccccc23)cc1 | 108.2 | 86.5 | 93.0 | 99.8 | 99.7
48 | N#CCCN1CCOCC1 | 105.5 | 103.8 | 109.4 | 104.0 | 117.2
49 | O=C(/C=C/c1cn(-c2ccccc2)nc1-c1ccccc1)OCc1cn(-c2cccc([N+](=O)[O-])c2)nn1 | 89.5 | 82.3 | 94.7 | 90.6 | 96.7
50 | CCOC(=O)c1[nH]c2c(c1Cl)CCc1cnoc1-2 | 123.0 | 102.5 | 102.0 | 105.5 | 99.1
51 | c1ccc(-c2cnc3sc(C(c4ccccc4)c4ccccc4)nn23)cc1 | 83.4 | 89.7 | 93.6 | 94.8 | 100.0
52 | BrC1C2CCC(C2)C1Br (configuration not stated) | 117.2 | 97.7 | . | 105.3 | 108.6
53 | Cc1[nH]c(=O)[nH]c(=O)c1Cc1ccccc1 | 118.2 | 99.7 | . | 101.2 | 97.4
54 | O=S(=O)(O)c1ccc(N=Nc2c(S(=O)(=O)O)cc3cc(S(=O)(=O)O)cc(O)c3c2O)cc1 | 99.6 | 100.1 | 108.0 | 103.9 | 77.6
55 | CCC(=O)COC(C)=O | 114.3 | 104.8 | 108.0 | 106.1 | 112.6
56 | N#CC(CCc1ccccn1)c1ccccc1 (configuration not stated) | 102.1 | 104.4 | . | 119.5 | 102.4
57 | Cc1nc(C)c(CSC2N=C(c3ccccc3)c3cnn(-c4ccccc4)c3N2)nc1C (configuration not stated) | 107.8 | 91.0 | 98.9 | 99.4 | 110.7
58 | Cc1ccc(C(=O)C[n+]2ccn(CCC(=O)Nc3cccc4cccnc34)c2)cc1 | 91.1 | 95.6 | 95.9 | 95.3 | 95.4
59 | COc1ccc(CN2CCc3c(Sc4ccccc4)nc(N)nc3C2=O)c(OC)c1 | 80.2 | 42.7 | 67.9 | 81.2 | 86.2

No. | KM12 | HT29 | HCT-15 | SNB-75
46 | 101.7 | 112.8 | 111.2 | 96.1
47 | 84.6 | 105.2 | 67.6 | 91.1
48 | 114.7 | . | 105.0 | 86.6
49 | 98.6 | 86.3 | 95.2 | 74.3
50 | 103.8 | 96.3 | 104.8 | 108.7
51 | 96.0 | 93.3 | 96.2 | 91.7
52 | 100.0 | 98.8 | 94.3 | 102.1
53 | 101.4 | 110.8 | 99.8 | 99.1
54 | 105.2 | 106.3 | 94.9 | 88.1
55 | 102.7 | 100.1 | 97.5 | 78.6
56 | 98.9 | 105.8 | 100.8 | 102.3
57 | 101.1 | 91.1 | 91.2 | .
58 | 93.0 | 87.6 | 93.7 | 84.4
59 | 84.9 | . | 66.8 | 66.5
